Bioassay records: PubChem, several laboratories
PLAP inhibitors HTS – inhibition of human placental alkaline phosphatase – biochemical, luminescence, HTS (AID 690); purified PLAP, luminescent substrate; higher % means a stronger effect; one-dose inhibition, % at 20 µM; IC50 in µM for titrated hits; 0.08% of 96,000 active; in the data active = a potency from the dose series; inactive = the rest, 99 in 100 with inhibition below about 30%; note: strong numbers were not always called active
IL1B NFkB pot – enhances IL-1B driven NFkB nuclear translocation; HUVEC IL-1B NFkB p65 nuclear translocation imaging; activation, % at 2 µM; 0.3% of 94,000 active;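 active = activation above 40%, about the mean plus 3 SD, also judged a hit on visual image review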;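 note: percent activation is computed from the nuclear over cytoplasmic p65 intensity ratio; values of inactives mirror those of a sister screen read the other way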
IL1B NFkB inh – blocks IL-1B driven NFkB nuclear translocation in HUVEC cells; HUVEC IL-1B NFkB p65 nuclear translocation imaging; inhibition, % at 2 µM; 0.43% of 94,000 active;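 active = inhibition above about 30% together with a positive call from visual inspection of the well image, limit read from the data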;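 note: nuclear over cytoplasmic p65 intensity ratio measured by imaging; 0% = IL-1B stimulated DMSO wells and 100% = unstimulated DMSO wells; values of inactives mirror those of a sister screen read the other way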
MRP resist rev – reverses drug resistance mediated by MRP; H69AR cells + 2 uM doxorubicin, CellTiter-Glo, 72 h; differential viability (reversal), % at 10 µM; 0.04% of 85,000 active;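 active = viability drop by adding the cancer drug above about 55%, with treated viability meeting a 40% cutoff, limit read from the data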;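 note: viability without doxorubicin minus viability with 2 µM doxorubicin for each compound; larger differential means the compound sensitizes cells more to doxorubicin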
Bcl-B displacement – displacers of TR3 peptide from Bcl-B, primary screen, selectivity assay for Bfl-1 inhibitor project, biochemical, fluorescence polarization. displacement, % at 20 µM; hits with a dose series show IC50 in µM. FP displacement of FITC-TR3 peptide from Bcl-B; higher % means a stronger effect. AID 748. 0.11% of 96,000 active;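 active = displacement above 50% at 20 µM plus a fluorescence interference ratio under 1.5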;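 note: plate controls were wells without compound for no effect and wells lacking Bcl-B protein for full effect; a part of the inactive calls stands beside numbers as strong as those of hits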
MRP resist rev cytotoxicity – also measured in MRP resist rev; calls as there; viability, %; H69AR cells, CellTiter-Glo, 72 h; measured here: cytotoxicity without doxorubicin
MRP resist rev with doxorubicin – second read-out of MRP resist rev, no call of its own (marks repeat the call); viability, %; measured here: viability with 2 uM doxorubicin; active compounds read low
IL1B NFkB inh cell count 2 µM – further read-out of IL1B NFkB inh, marked with its call; cell count; measured here: cells passing quality filter;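 raw number of nuclei counted in each imaged well without normalization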
IL1B NFkB pot cell count 2 µM – recorded beside IL1B NFkB pot, whose call it bears; cell count; measured here: cells passing quality filter
Numbers without * were called inactive; . = no result given.

A first look:
SMILES	PLAP inhibitors HTS	IL1B NFkB pot	IL1B NFkB pot cell count 2 µM	IL1B NFkB inh	IL1B NFkB inh cell count 2 µM	MRP resist rev	MRP resist rev cytotoxicity	MRP resist rev with doxorubicin	Bcl-B displacement
O=c1c(Cl)c(N/N=C/c2ccc(Br)cc2)cnn1-c1ccccc1	-41.5%	4.1	190	-4.1	190	.	.	.	2.0%
C=CCSc1nnc(NC(=O)c2ccc(Cl)nc2)s1	-10.2%	0.2	115	-0.2	115	.	.	.	-31.6%
Cc1ccc(NC2=NCCCCC2)cc1	29.6%	-5.3	133	5.3	133	5.7	99.2	93.5	16.4%

Results (from the top)
SMILES	PLAP inhibitors HTS	IL1B NFkB pot	IL1B NFkB pot cell count 2 µM	IL1B NFkB inh	IL1B NFkB inh cell count 2 µM	MRP resist rev	MRP resist rev cytotoxicity	MRP resist rev with doxorubicin	Bcl-B displacement
O=c1c(Cl)c(N/N=C/c2ccc(Br)cc2)cnn1-c1ccccc1	-41.5%	4.1	190	-4.1	190	.	.	.	2.0%
C=CCSc1nnc(NC(=O)c2ccc(Cl)nc2)s1	-10.2%	0.2	115	-0.2	115	.	.	.	-31.6%
Cc1ccc(NC2=NCCCCC2)cc1	29.6%	-5.3	133	5.3	133	5.7	99.2	93.5	16.4%
Cc1ccc(CNC(=O)C2CC(c3cccc([N+](=O)[O-])c3)=NO2)cc1 (configuration not stated)	9.1%	-1.2	191	1.2	191	.	.	.	3.0%
Cc1cc(C)nc(/N=c2/ssnc2Cl)c1	4.0%	1.1	71	-1.1	71	-6.5	19.5	26.0	7.8%
COc1ccc(N2CCN(S(=O)(=O)c3ccc(C(=O)NCc4ccco4)cc3)CC2)cc1	.	-5.5	150	5.5	150	2.9	72.2	69.3	.
CCc1nnc(NC(=O)c2cccc(OC)c2)s1	-7.5%	-2.5	113	2.5	113	.	.	.	-4.9%
COc1cc2c(cc1OC)C(C(=O)NCc1ccco1)C1c3ccccc3CCN1C2=O (configuration not stated)	-21.1%	.	.	.	.	16.1	92.7	76.7	-14.6%
CCN(CC)CCCNS(=O)(=O)c1ccc(OC)cc1	17.3%	4.4	175	-4.4	175	-3.6	94.8	98.5	-4.4%
CCCCOP(=O)(c1ccc(N(C)C)cc1)C(O)c1ccncc1 (configuration not stated)	-21.9%	10.7	146	-10.7	146	1.9	72.9	70.9	1.2%
Cc1cc(Nc2nc3ccccc3nc2Cl)n(-c2ccc([N+](=O)[O-])cc2)n1	23.8%	4.9	60	-4.9	60	6.7	21.4	14.7	9.4%
Cc1nc2cc(NC(=O)Nc3nccs3)ccc2n1C	-95.9%	12.5	162	-12.5	162	2.3	78.1	75.8	2.6%
O=S(=O)(c1ccccc1)c1nc(-c2ccccc2Cl)oc1NCCN1CCOCC1	-52.5%	19.2	165	-19.2	165	2.8	94.3	91.4	8.2%
COc1ccc(S(=O)(=O)N2CCN(C(=O)c3c(-c4ccccc4)noc3C)CC2)cc1	-6.0%	.	.	.	.	6.8	86.0	79.2	4.2%
COc1ccc(CNC(=O)CS(=O)Cc2nc(-c3ccccc3C)oc2C)cc1 (configuration not stated)	-48.0%	.	.	.	.	13.1	98.7	85.5	-15.1%
COc1ccc2cc(CCNC(=O)C3CCCC3)c(=O)[nH]c2c1	-12.2%	.	.	.	.	29.9	111.0	81.1	-0.9%
CN(C)c1ccc(NC(=O)CSc2nc3c(c(=O)[nH]2)CCCC3)cc1	1.3%	.	.	.	.	1.8	93.3	91.6	-8.3%
CCOC(=O)c1[nH]c2ccccc2c1NC(=O)C1CCCCC1	.	-4.0	124	4.0	124	-5.0	68.7	73.7	.
CCCN(c1ccc(OCC)cc1)S(=O)(=O)c1ccc2c(c1)CCN2C(=O)CCC(=O)O	-50.4%	8.4	126	-8.4	126	-14.4	61.1	75.5	4.7%
CN=C(C)c1c(O)c2ccccc2oc1=O	10.8%	.	.	.	.	-3.5	87.0	90.5	1.6%
CCCCSc1nnc(-c2cc3c(C(F)(F)F)nn(C)c3s2)n1C	-27.4%	-8.1	150	8.1	150	.	.	.	3.4%
c1csc(C2=Nn3c(nnc3-c3ccncc3)SC2)c1	-18.3%	-10.0	179	10.0	179	-12.6	77.8	90.4	-0.8%
CNC(=O)C1C2C=CC3(O2)C1C(=O)N(CCOC)C3C(=O)NCc1ccc(OC)cc1 (configuration not stated)	6.3%	.	.	.	.	2.3	90.0	87.6	-2.6%
CC(=O)N(CC1CCCO1)c1nnc(-c2ccccn2)s1 (configuration not stated)	-6.2%	-2.4	133	2.4	133	10.3	93.2	82.9	3.9%
O=C(CCCSc1nnnn1-c1cccc2ccccc12)c1ccc(F)cc1	2.8%	-8.0	83	8.0	83	.	.	.	-0.2%
CC(NC(=O)c1ccccc1)C(=O)NC1=NCCS1 (configuration not stated)	23.1%	0.7	126	-0.7	126	-18.7	64.6	83.3	3.0%
O=C(OCCNC(=O)c1ccc2ccccc2n1)c1ccc(F)cc1	-6.2%	-1.8	171	1.8	171	8.2	108.9	100.7	11.3%
Cc1cc(C)c2c(CC(=O)N(CCC#N)Cc3cccnc3)coc2c1	-42.0%	2.0	148	-2.0	148	-9.8	80.3	90.1	-0.9%
O=C(CN1CCC(C(=O)c2ccc(F)cc2)CC1)Nc1ccc(F)cc1	.	-4.0	92	4.0	92	2.2	87.4	85.2	.
Cc1nc(N2CCN(C(c3ccccc3)c3ccccc3)CC2)[nH]c(=O)c1C	8.4%	5.9	155	-5.9	155	5.4	85.3	79.9	-2.6%
CCOc1ccc(-c2c[n+](=O)c3c(n2[O-])CCCC3)c(OCC)c1	11.5%	9.3	147	-9.3	147	4.5	85.6	81.0	-9.6%
CC1CN(CC(O)COc2ccc(C(C)C)cc2)CC(C)O1 (configuration not stated)	-28.3%	-2.1	150	2.1	150	-9.5	60.8	70.2	-5.8%
O=C(Nc1ccccc1)C1=C(O)CC(c2ccoc2)CC1=Nc1ccccc1 (configuration not stated)	11.1%	12.3	163	-12.3	163	4.1	65.6	61.5	-10.0%
COC(=O)c1ccccc1NC(=O)CSc1nnc(Cc2ccc(Cl)cc2)o1	3.5%	6.6	124	-6.6	124	8.2	94.4	86.2	-1.7%
Cc1ccc(-n2cc3c(=O)n(C)c(=O)n(C)c3c2)cc1C	18.6%	-5.5	152	5.5	152	-3.8	98.6	102.4	5.0%
CSc1nc(SCC(=O)NCc2ccco2)c2c3c(sc2n1)COC(C)(C)C3	-30.1%	.	.	.	.	-10.9	23.4	34.2	4.4%
COc1cc(OC)c(OC)cc1NC(=O)CC1COc2ccccc2O1 (configuration not stated)	.	31.5	132	-31.5	132	9.3	81.8	72.6	.
O=C(Nc1cccc(Cl)c1)N1CCCC1	18.5%	7.9	116	-7.9	116	-8.3	96.5	104.7	-7.0%
c1ccc2sc(C3CCN(Cc4nnnn4Cc4ccc5c(c4)OCO5)CC3)nc2c1	.	-0.8	76	0.8	76	-15.9	45.9	61.8	.
O=C(CSc1nnc(C2CCCCC2)n1Cc1ccccc1)NCc1ccco1	-59.9%	17.1	173	-17.1	173	7.9	71.6	63.7	15.9%
CCOC(=O)CN(C(=O)CSc1nnc(-c2ccncc2)n1CCCOC)c1ccccc1	.	25.9	150	-25.9	150	9.1	95.3	86.2	.
NC(=O)NC(=O)CSc1cccc(C(F)(F)F)c1	.	-8.5	106	8.5	106	.	.	.	.
CCOc1ccc(Cn2nnc(C(=O)NCc3ccccc3)c2N)cc1	19.6%	30.5	176	-30.5	176	-15.6	90.5	106.1	6.8%
Cc1cc(C)n(-c2ccc(C(=O)OCc3nnc(-c4ccccc4)o3)cc2)n1	8.7%	.	.	.	.	-6.6	89.8	96.4	-8.1%
C=C(C)CSC1=C(C#N)C(c2ccccc2Cl)CC(=O)N1 (configuration not stated)	12.9%	26.4	142	-26.4	142	-9.8	76.3	86.1	0.7%
COc1cccc(N(C(C)=O)c2nc(C)cc(C)c2C#N)c1	-24.1%	22.0	141	-22.0	141	-2.9	78.6	81.5	-3.0%
O=C(OCc1csc(-c2ccccc2)n1)c1cccs1	20.8%	-11.2	107	11.2	107	-2.3	91.6	93.9	5.5%
CCOC(=O)CC(=O)CSc1nc2c(cc1C#N)CCC2	0.0%	22.1	162	-22.1	162	-6.1	34.6	40.6	-10.6%
COc1ccc(-c2cn[nH]c2N)cc1	-6.8%	14.2	73	-14.2	73	-3.8	87.4	91.2	-1.9%
O=C(c1cc(-c2ccco2)on1)N1CCOCC1	-11.5%	10.4	82	-10.4	82	-5.3	96.0	101.3	-10.5%
CCOCCCNC(=O)CNC(=S)N(Cc1ccccc1F)C1CCCCC1	-42.1%	6.3	134	-6.3	134	4.9	88.0	83.1	-1.0%
O=C(Nc1ccc2c(c1)OCO2)c1ccc(COc2ccc3c(c2)CCC3)o1	21.9%	-5.4	82	5.4	82	-7.8	88.4	96.2	0.0%
CC(C)Cn1c2c(c(O)c(C(=O)Nc3ncccc3O)c1=O)CCCC2	-9.8%	17.6	144	-17.6	144	-13.6	65.5	79.0	0.0%
COc1ccc(-c2csc(NC(=O)c3cccc(S(=O)(=O)N4CCN(C)CC4)c3)n2)cc1	-3.2%	2.5	166	-2.5	166	0.9	75.4	74.5	5.3%
O=c1[nH]c(Nc2ccc(F)cc2)cc2ccccc12	-46.3%	-4.8	182	4.8	182	.	.	.	29.5%
C(=N\c1ncnc2sccc12)/NOCc1ccccc1	16.2%	-5.0	123	5.0	123	.	.	.	0.9%
CC1=NOC(=O)/C1=C\c1ccc(-c2cccc(Cl)c2)o1	-18.2%	25.7	169	-25.7	169	-0.5	1.1	1.7	-29.7%
Nn1c(=O)c2ccccc2n2c(SCc3ccc(C(F)(F)F)cc3)nnc12	-37.2%	8.5	156	-8.5	156	.	.	.	-1.5%
CCN1CCN(CC(=O)Nc2cccc(C)c2)C(=O)C1=O	.	0.1	186	-0.1	186	5.9	89.6	83.7	.
O=C(COc1ccccc1)N1CCN(C(=O)c2cccs2)CC1	18.6%	.	.	.	.	6.3	98.4	92.0	5.7%

Two entries from above, bar-delimited:
Structure | PLAP inhibitors HTS | IL1B NFkB pot | IL1B NFkB pot cell count 2 µM | IL1B NFkB inh | IL1B NFkB inh cell count 2 µM | MRP resist rev | MRP resist rev cytotoxicity | MRP resist rev with doxorubicin | Bcl-B displacement
C=C(C)CSC1=C(C#N)C(c2ccccc2Cl)CC(=O)N1 (configuration not stated) | 12.9% | 26.4 | 142 | -26.4 | 142 | -9.8 | 76.3 | 86.1 | 0.7%
COc1cccc(N(C(C)=O)c2nc(C)cc(C)c2C#N)c1 | -24.1% | 22.0 | 141 | -22.0 | 141 | -2.9 | 78.6 | 81.5 | -3.0%

The results go on.
SMILES	PLAP inhibitors HTS	IL1B NFkB pot	IL1B NFkB pot cell count 2 µM	IL1B NFkB inh	IL1B NFkB inh cell count 2 µM	MRP resist rev	MRP resist rev cytotoxicity	MRP resist rev with doxorubicin	Bcl-B displacement
CCOCCCNC(=O)Cn1cc2c(n1)CCCCC2	-0.6%	-6.9	48	6.9	48	.	.	.	-3.4%
CCOc1c2ccc(C(=O)NC3CCCc4ccccc43)cc2nn1CC (configuration not stated)	-49.7%	-5.0	155	5.0	155	.	.	.	0.6%
CCn1c(SCC(N)=O)nc2ccccc2c1=O	-7.4%	17.9	158	-17.9	158	6.0	98.0	92.1	-6.6%
NC(=O)c1cccc2c1C(=O)N(C1CCCCC1)C2	-6.1%	-1.1	53	1.1	53	9.6	96.2	86.6	10.4%
COCCCNC(=O)Cn1cc(C(=O)c2cccs2)c2ccccc21	.	-7.2	113	7.3	113	-4.2	75.2	79.4	.
Cc1onc(-c2c(F)cccc2Cl)c1C(=O)OCN1C(=O)c2ccccc2C1=O	19.4%	.	.	.	.	-7.0	81.6	88.5	-4.2%
O=C(NNC1=C(C(=O)C(F)(F)F)CCC1)c1cccc(O)c1	.	-9.2	163	9.2	163	-12.1	76.6	88.7	.
CC(Oc1ccc(Cl)cc1Cl)C(=O)NCCCN(C)C (configuration not stated)	-1.3%	.	.	.	.	5.0	99.4	94.4	-0.7%

An excerpt. The share of hits here may be higher or lower than overall.
